PABP1 MLLE inh: inhibitors of microRNA-mediated deadenylation, human PABP1 MLLE binding | P11940 | GST-MLLE / FITC-PAM2 fluorescence polarization | inhibition, % at 20 µM | 360,000 tested, 0.36% active | AID 588489; in the data active = inhibition above about 35%, passing the limit was not always enough;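 also: plate controls were DMSO wells with GST-MLLE for no effect and wells lacking GST-MLLE protein for full effect; some results filed as inactive read as strong as hits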
MsrA inh: bovine MsrA inhibition; 360,000 tested, 0.75% active; inhibition, % at 15.5 µM; purified bovine MsrA, absorbance read-out; AID 651718; in the data active = inhibition above about 4.5%;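 also: 0% = vehicle wells with enzyme and 100% = reference inhibitor wells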
FAS-TE inh: blocks the thioesterase domain of human fatty acid synthase; P49327; recombinant FAS-TE, OMFH fluorogenic substrate, fluorescence endpoint; inhibition, % at 15 µM; 360,000 tested, 0.67% active;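 active = compounds whose normalised, plate-corrected inhibition of enzyme fluorescence in the single-dose primary screen is 50% or more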;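 also: 0% = DMSO with enzyme and 100% = substrate without enzyme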
CSN deneddyl inh: inhibitors of human CSN-mediated cullin deneddylation | Purified CSN, SCF-Nedd8-OG deneddylation, fluorescence polarization | inhibition, % at 12.5 µM | 360,000 tested, 0.38% active | Q92905;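 active = pattern-corrected inhibition above about 35%, with an unprinted fluorescence ratio check between 0.5 and 1.5, limit read from the data, passing the limit was not always enough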;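 also: 0% = enzyme with substrate and 100% = substrate without enzyme; some results filed as inactive read as strong as hits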
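Assay system: HEK293T-derived human Csn5 enzyme; quantity: 0.24 nM enzyme; medium: Tris/NaCl/DTT buffer, pH 7.5; also added: substrate SCFSkp2-Nedd8OG, 10 nM; doses: 12.5 µM compound; schedule: 90 min reaction at room temperature; signal: FP; read-out: % inhibition of substrate cleavage by Csn5; benchmarks: substrate-only high control, full reaction low control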
Rin1 Abl inh: inhibitors of human Rin1-Abl protein interaction; TR-FRET Rin1/Abl binding, biochemical; inhibition, % at 7.35 µM; 360,000 tested, 0.4% active; AID 588664; in the data active = inhibition above about 5%, passing the limit was not always enough
E coli Lon inh: E. coli protease La inhibition | 360,000 tested, 0.42% active | purified E. coli Lon protease, fluorescence polarization | inhibition, % at 7.94 µM | AID 602123 | P0A9M0; in the data active = inhibition above about 13%, passing the limit was not always enough;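 also: 0% = enzyme with probe and DMSO and 100% = no enzyme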
TbMetRS inhib: Trypanosoma brucei MetRS inhibition | purified T. brucei MetRS, ATP depletion, Kinase-Glo luminescence | AID 624268 | 360,000 tested, 0.4% active | inhibition, % at 11.9 µM;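 active = inhibition above a per-plate cutoff of the control wells' mean inhibition plus 3 SD, cut at about 5.5% in these data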;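 also: 0% = DMSO wells median and 100% = median of wells with control inhibitor compound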
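Material – parasite MetRS enzyme · Medium – HEPES-MgCl2-KCl buffer plus DTT, spermine, BSA, pyrophosphatase · Reagent – ATP, methionine and E. coli bulk tRNA substrates · Times – 15 min enzyme-compound preincubation, 2 h reaction, 10 min detection, 25 °C · Measured by – luminescence of leftover ATP · Evaluation – percent inhibition relative to median high and low control wells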
bovine MsrA act: bovine methionine sulfoxide reductase A activation; 360,000 tested, 0.3% active; activation, % at 10.6 µM; AID 602163; purified bovine MsrA, absorbance read-out; in the data active = activation above about 7.5%;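 also: 0% = vehicle and 100% = reference activator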
Neddyl block: cullin neddylation inhibition. P61081+Q13564. TR-FRET cullin neddylation, biochemical. calls only at 25 µM. 360,000 tested, 0.58% active. AID 651699; in the data active = inhibition above about 36%
* = called active by the depositor.

For Cc1[nH]c(=O)[nH]c(=O)c1S(=O)(=O)Nc1ccc(F)c(Cl)c1 the results were PABP1 MLLE inh -4, MsrA inh -0.2, FAS-TE inh -4, CSN deneddyl inh -5, Rin1 Abl inh -1, E coli Lon inh -3, TbMetRS inhib -0.4, bovine MsrA act -2 and Neddyl block inactive.
Screening CCOc1c(Br)ccc2c1sc1nc[nH]c(=O)c12 returned PABP1 MLLE inh 5, MsrA inh 0.2, FAS-TE inh 7, CSN deneddyl inh -4, Rin1 Abl inh 2, E coli Lon inh -9, TbMetRS inhib -1.6, bovine MsrA act -10 and Neddyl block inactive.
For O=C(c1cc(-c2ccncc2)nc2ccccc12)N1CCOCC1 the results were PABP1 MLLE inh -12, MsrA inh 2.5, FAS-TE inh -4, CSN deneddyl inh -1, Rin1 Abl inh 1, E coli Lon inh -11, TbMetRS inhib -0.5, bovine MsrA act -5 and Neddyl block inactive.
`O=C(O)c1cnn(-c2ccccc2)c1-c1ccncc1` gave PABP1 MLLE inh 4, MsrA inh 0.6, FAS-TE inh -7, CSN deneddyl inh -2, Rin1 Abl inh -1, E coli Lon inh 8, TbMetRS inhib -0.9, bovine MsrA act -5 and Neddyl block inactive.
Screening OC(CNCCc1ccc(C(F)(F)F)cc1)COc1cccc2ccccc12 (centres undefined) returned PABP1 MLLE inh 5, MsrA inh 0.4, FAS-TE inh 10, CSN deneddyl inh 3, Rin1 Abl inh 1, E coli Lon inh -4, TbMetRS inhib -0.7, bovine MsrA act -9 and Neddyl block inactive.
Screening CCOC(=O)c1ccc(NC(=O)c2nc[nH]c2C(=O)NCCNC(=O)c2[nH]cnc2C(=O)Nc2ccc(C(=O)OCC)cc2)cc1 returned PABP1 MLLE inh -26, MsrA inh 1.0, FAS-TE inh -10, CSN deneddyl inh 5, Rin1 Abl inh 1, E coli Lon inh -10, TbMetRS inhib -0.2 and bovine MsrA act -3.
O=C(c1ccc(CS(=O)c2cccc(Cl)c2)o1)N1CCN(c2ccccn2)CC1 (centres undefined) was read as PABP1 MLLE inh 17, MsrA inh 0.5, FAS-TE inh -4, CSN deneddyl inh -3, Rin1 Abl inh 0, E coli Lon inh -7, TbMetRS inhib -0.5, bovine MsrA act -3 and Neddyl block inactive.
Cc1cccc(C)c1N1C(=O)C(Cl)=C(N2CCCC2)C1=O was read as PABP1 MLLE inh -4, MsrA inh 1.4, FAS-TE inh 5, CSN deneddyl inh 1, Rin1 Abl inh -1, E coli Lon inh 2, TbMetRS inhib -0.5, bovine MsrA act -5 and Neddyl block inactive.
Cc1ccc(/C=C/C(=O)O)cc1S(=O)(=O)N1CCCCC1 was read as PABP1 MLLE inh -2, MsrA inh 0.2, FAS-TE inh -6, CSN deneddyl inh 8, Rin1 Abl inh 0, E coli Lon inh -8, TbMetRS inhib -0.6, bovine MsrA act -2 and Neddyl block inactive.
`O=C(N/N=C/c1ccc(O)c(O)c1)C1CC1` gave PABP1 MLLE inh 0, MsrA inh 2.3, FAS-TE inh -8, CSN deneddyl inh 3, Rin1 Abl inh -4, E coli Lon inh 16, TbMetRS inhib -0.1, bovine MsrA act -2 and Neddyl block inactive.
`COc1ccc2c(c1)sc(=N)n2CC(=O)Nc1cc(C)cc(C)c1` gave PABP1 MLLE inh 13, MsrA inh 0.9, FAS-TE inh -25, CSN deneddyl inh -14, Rin1 Abl inh 4, E coli Lon inh 1, TbMetRS inhib -0.4, bovine MsrA act -6 and Neddyl block inactive.
Screening O=C(CSc1ncn[nH]1)NCCC(c1ccccc1)c1ccccc1 returned PABP1 MLLE inh -4, MsrA inh 0.1, FAS-TE inh -90, CSN deneddyl inh 1, Rin1 Abl inh -5, E coli Lon inh -3, TbMetRS inhib -0.5, bovine MsrA act -3 and Neddyl block inactive.
Screening Cc1cc(OC(C)C(=O)NCCCn2ccnc2)c2c(C)cc(=O)oc2c1 (centres undefined) returned PABP1 MLLE inh -2, MsrA inh -0.3, FAS-TE inh -2, CSN deneddyl inh 0, Rin1 Abl inh -6, E coli Lon inh -6, TbMetRS inhib 1.2 and bovine MsrA act -1.
For CCCS(=O)(=O)NC(=O)C1(C)CCN(C(=O)c2ccccc2Br)C1 (centres undefined) the results were PABP1 MLLE inh -1, FAS-TE inh -10, CSN deneddyl inh 0, Rin1 Abl inh -1, E coli Lon inh 1, TbMetRS inhib 0.1, bovine MsrA act -8 and Neddyl block inactive.
Screening CC(=O)c1cccc(-c2cnc3c(NC=O)cc(-c4cccc(C(=O)N(C)C)c4)cn23)c1 returned PABP1 MLLE inh -6, MsrA inh 1.2, FAS-TE inh 11, CSN deneddyl inh 4, Rin1 Abl inh -4, E coli Lon inh -18, TbMetRS inhib -0.1, bovine MsrA act -2 and Neddyl block inactive.
`COc1ccc(S(=O)(=O)N2CCN(Cc3ccccc3)CC2)cc1` gave PABP1 MLLE inh -4, MsrA inh -0.3, FAS-TE inh 11, CSN deneddyl inh -1, Rin1 Abl inh -1, E coli Lon inh -3, TbMetRS inhib -0.9, bovine MsrA act -7 and Neddyl block inactive.
Screening CC(=O)c1cccc(NC(=O)[C@@H](NC(N)=O)C(C)C)c1 returned PABP1 MLLE inh 2, MsrA inh 0.9, FAS-TE inh -7, CSN deneddyl inh 13, Rin1 Abl inh 1, E coli Lon inh 4, TbMetRS inhib 0.1, bovine MsrA act -8 and Neddyl block inactive.
For Cn1ccnc1Sc1nnnn1-c1ccccc1 the results were PABP1 MLLE inh 1, MsrA inh -0.1, FAS-TE inh -7, CSN deneddyl inh -2, Rin1 Abl inh -1, E coli Lon inh 5, TbMetRS inhib -0.2, bovine MsrA act 3 and Neddyl block inactive.
`CCc1ccc(N2CC(C(=O)OCC(=O)NC3CCS(=O)(=O)C3)CC2=O)cc1` (centres undefined) gave PABP1 MLLE inh -14, MsrA inh 2.1, FAS-TE inh -6, CSN deneddyl inh 12, Rin1 Abl inh 6, E coli Lon inh -13, TbMetRS inhib -0.3, bovine MsrA act -1 and Neddyl block inactive.
For CC(Cc1ccccn1)NC(=O)c1ccc(OC2CCN(Cc3ccccn3)CC2)cc1 (centres undefined) the results were PABP1 MLLE inh 7, MsrA inh -0.9, FAS-TE inh -8, CSN deneddyl inh -2, Rin1 Abl inh 1, E coli Lon inh -7, TbMetRS inhib 0.0, bovine MsrA act -6 and Neddyl block inactive.
`NC(=S)N/N=C/c1ccc([N+](=O)[O-])cc1` gave PABP1 MLLE inh -23, MsrA inh 5.4*, FAS-TE inh 14, CSN deneddyl inh -1, Rin1 Abl inh -5, E coli Lon inh 0, TbMetRS inhib -0.3, bovine MsrA act -5 and Neddyl block inactive.
Screening COCCCNC(=S)N1CCN(c2nc(-c3ccccc3)cs2)CC1 returned PABP1 MLLE inh -142, MsrA inh -0.8, FAS-TE inh 22, CSN deneddyl inh 0, Rin1 Abl inh 0, E coli Lon inh 11, TbMetRS inhib 0.1, bovine MsrA act -3 and Neddyl block inactive.
Screening COc1ccccc1C(=O)NCCC(=O)Nc1ccncc1 returned PABP1 MLLE inh 6, MsrA inh -0.4, FAS-TE inh -4, CSN deneddyl inh -7, Rin1 Abl inh 1, E coli Lon inh 1, TbMetRS inhib -0.3, bovine MsrA act -2 and Neddyl block inactive.
Fc1ccc(NC(=S)N/N=C/c2cccc(Br)c2)c(F)c1 was read as PABP1 MLLE inh 7, MsrA inh 3.1, FAS-TE inh 2, CSN deneddyl inh 1, Rin1 Abl inh -1, E coli Lon inh 1, TbMetRS inhib 0.5, bovine MsrA act -3 and Neddyl block inactive.
For Cc1cc2c(c(N3CCOCC3)n1)C(=O)OC2 the results were PABP1 MLLE inh 7, MsrA inh 2.4, FAS-TE inh -9, CSN deneddyl inh -8, Rin1 Abl inh 0, E coli Lon inh 1, TbMetRS inhib -1.1, bovine MsrA act -5 and Neddyl block inactive.
Screening O=C1OCCC1Sc1nnc(-c2ccc(Cl)cc2Cl)o1 (centres undefined) returned PABP1 MLLE inh -58, MsrA inh 0.9, FAS-TE inh -3, CSN deneddyl inh -3, Rin1 Abl inh -3, E coli Lon inh 1, TbMetRS inhib 0.2, bovine MsrA act -2 and Neddyl block inactive.
c1ccc(-c2ccc(-c3cn4c(n3)CCC4)cc2)cc1 was read as PABP1 MLLE inh 2, MsrA inh -0.1, FAS-TE inh 8, CSN deneddyl inh 2, Rin1 Abl inh -1, E coli Lon inh 6, TbMetRS inhib -0.7 and bovine MsrA act -6.
`CSc1nc2nc(-c3cccs3)cc(C(F)(F)F)c2c(=O)[nH]1` gave PABP1 MLLE inh 1, MsrA inh 0.6, FAS-TE inh -7, CSN deneddyl inh 4, Rin1 Abl inh -1, E coli Lon inh -3, TbMetRS inhib 0.6 and bovine MsrA act -5.
`O=C(COC(=O)c1ccc(O)cc1O)Nc1nnc(-c2ccccc2)o1` gave PABP1 MLLE inh 3, MsrA inh 0.8, FAS-TE inh -5, CSN deneddyl inh 10, Rin1 Abl inh 4, E coli Lon inh -9, TbMetRS inhib -0.2, bovine MsrA act -3 and Neddyl block inactive.
Screening O=C1CCCN1CCC(=O)N1CCCC(Nc2ccc(F)c(F)c2)C1 (centres undefined) returned PABP1 MLLE inh 7, MsrA inh 0.7, FAS-TE inh -5, CSN deneddyl inh 0, Rin1 Abl inh 1, E coli Lon inh 0, TbMetRS inhib 0.2, bovine MsrA act -1 and Neddyl block inactive.
Cc1ccc(NC(=S)N(CCN2CCCCC2)Cc2ccco2)cc1C was read as PABP1 MLLE inh 8, MsrA inh -0.3, FAS-TE inh 8, CSN deneddyl inh -4, Rin1 Abl inh 2, E coli Lon inh -11, TbMetRS inhib 0.2, bovine MsrA act -5 and Neddyl block inactive.
For CCOC(=O)c1[nH]ncc1CN1CCc2ccc(NC(=O)C3CCCO3)cc2C1 (centres undefined) the results were PABP1 MLLE inh -9, MsrA inh -1.2, FAS-TE inh -4, CSN deneddyl inh 3, Rin1 Abl inh 3, E coli Lon inh -3, TbMetRS inhib -0.2, bovine MsrA act -5 and Neddyl block inactive.
Screening Cc1ccc(C)c(NS(=O)(=O)c2ccc(OCC(=O)NCc3cccnc3)cc2)c1 returned PABP1 MLLE inh 21, MsrA inh -0.6, FAS-TE inh -9, CSN deneddyl inh -11, Rin1 Abl inh 2, E coli Lon inh -11, TbMetRS inhib -1.1, bovine MsrA act -7 and Neddyl block inactive.
O=C(CCc1nc2sc3c(c2c(=O)[nH]1)CCCC3)NCC(=O)Nc1ccccc1Br was read as PABP1 MLLE inh -31, MsrA inh 0.6, FAS-TE inh -3, CSN deneddyl inh 13, Rin1 Abl inh 1, E coli Lon inh -23, TbMetRS inhib 0.1, bovine MsrA act -2 and Neddyl block inactive.
`COCC(=O)Nc1sc2c(c1C(=O)OC)C(C(=O)OC)CC2` (centres undefined) gave PABP1 MLLE inh 3, MsrA inh 0.4, FAS-TE inh -8, CSN deneddyl inh -2, Rin1 Abl inh -3, E coli Lon inh 7, TbMetRS inhib 0.3, bovine MsrA act 3 and Neddyl block inactive.
For CC(OC(=O)c1cc2sccc2n1C)C(=O)NCCc1ccccc1 (centres undefined) the results were PABP1 MLLE inh 10, MsrA inh -0.5, FAS-TE inh 14, CSN deneddyl inh 2, Rin1 Abl inh 4, E coli Lon inh -8, TbMetRS inhib 0.4, bovine MsrA act -7 and Neddyl block inactive.
